# Assay outcomes (PubChem)
# IL2 activator: activators of IL-2; IL-2 activation reporter assay, cell-based qHTS; stimulated with anti-CD3/CD4/CD28 beads; in transgenic mouse T cells; activation, % (series mostly up to about 46 µM); hit rate 0.065% among 360,000; AID 652025; in the data active = activation above about 50%; inconclusive = mostly about 30% to 49%; also: 0% is about no effect
#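 EGFP and DsRed fluorescence is measured by plate cytometry in unstimulated transgenic mouse T cells exposed to compound for 60 minutes, then stimulated 18 hours at 37 degrees C with anti-CD3/anti-CD4 beads plus anti-CD28.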
# GLP1R ag: GLP-1 receptor (human) agonism | HEK293 GLP-1R CRE-luciferase, luminescence, 4-6 h; cells express a hypersensitive GLP-1R form | AID 624172 | Potency, µM (series often up to 45.6 µM), inactives show at the top dose activation, usual class: activators | P43220 | hit rate 0.007% among 380,000; also: potency is read from the fitted curve at half-maximal effect; % of control where 0% means no effect
# WRN inhibitor: WRN helicase (human) inhibition; Q14191; WRN helicase unwinding, fluorescent forked duplex, kinetic; Potency, µM (top dose mostly 114 µM), for inactives: top-dose activity change, negative = inhibition, most hits filed as inhibitors; hit rate 0.46% among 360,000; AID 651768; also: potency is read from the fitted curve at half-maximal effect; % is scaled to controls: 0 for no effect and ±100 for the full control effect; nearly all actives have a fitted effect of over 55% in size
# Target sequence (Q14191 whole entry, looked up): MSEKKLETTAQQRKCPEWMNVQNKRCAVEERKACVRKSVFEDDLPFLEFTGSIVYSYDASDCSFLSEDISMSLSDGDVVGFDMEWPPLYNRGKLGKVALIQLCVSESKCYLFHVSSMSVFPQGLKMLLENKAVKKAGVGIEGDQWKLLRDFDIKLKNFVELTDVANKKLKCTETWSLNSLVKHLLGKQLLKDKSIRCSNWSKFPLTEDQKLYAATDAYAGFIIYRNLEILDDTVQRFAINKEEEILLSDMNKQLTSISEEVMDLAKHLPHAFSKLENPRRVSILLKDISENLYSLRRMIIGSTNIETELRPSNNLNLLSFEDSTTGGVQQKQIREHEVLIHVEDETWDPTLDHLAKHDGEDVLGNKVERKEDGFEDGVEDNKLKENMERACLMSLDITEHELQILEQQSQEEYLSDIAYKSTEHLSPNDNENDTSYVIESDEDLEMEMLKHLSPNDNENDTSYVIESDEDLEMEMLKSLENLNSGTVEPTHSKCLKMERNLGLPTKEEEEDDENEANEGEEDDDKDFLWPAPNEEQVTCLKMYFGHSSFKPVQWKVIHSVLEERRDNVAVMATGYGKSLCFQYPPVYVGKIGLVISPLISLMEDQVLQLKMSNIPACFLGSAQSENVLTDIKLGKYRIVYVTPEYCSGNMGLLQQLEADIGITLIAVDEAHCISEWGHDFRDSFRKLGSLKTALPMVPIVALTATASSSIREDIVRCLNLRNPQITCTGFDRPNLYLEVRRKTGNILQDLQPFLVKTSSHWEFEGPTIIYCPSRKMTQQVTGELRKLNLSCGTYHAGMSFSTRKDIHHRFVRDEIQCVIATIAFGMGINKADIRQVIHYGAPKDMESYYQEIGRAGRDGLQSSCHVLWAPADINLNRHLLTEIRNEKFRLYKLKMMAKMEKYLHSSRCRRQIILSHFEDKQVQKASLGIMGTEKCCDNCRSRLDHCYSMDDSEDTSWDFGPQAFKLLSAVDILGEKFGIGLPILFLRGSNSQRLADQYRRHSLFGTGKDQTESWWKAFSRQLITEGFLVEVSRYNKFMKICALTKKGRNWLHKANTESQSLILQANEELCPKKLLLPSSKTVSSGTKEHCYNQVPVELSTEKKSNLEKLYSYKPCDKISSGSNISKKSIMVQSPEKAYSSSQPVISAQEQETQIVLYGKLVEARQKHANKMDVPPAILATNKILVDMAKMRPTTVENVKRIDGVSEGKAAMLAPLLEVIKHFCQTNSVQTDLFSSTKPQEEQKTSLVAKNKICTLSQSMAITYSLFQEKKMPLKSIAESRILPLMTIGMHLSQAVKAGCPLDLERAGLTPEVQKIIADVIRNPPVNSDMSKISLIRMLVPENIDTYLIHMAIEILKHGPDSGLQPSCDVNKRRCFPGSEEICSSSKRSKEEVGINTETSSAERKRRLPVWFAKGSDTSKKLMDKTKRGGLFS
#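 Enzyme (20 nM final) and test compound sit together 15 min at room temperature before substrate addition. Substrate is a single-forked duplex oligonucleotide (100 nM) labelled with fluorophore and quencher, with 2 mM ATP; helicase unwinding raises red fluorescence, read kinetically.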
# GLP1R inv ag: GLP-1 receptor (human) inverse agonism; HEK293 GLP-1R CRE-luciferase, luminescence, 24 h; GLP-1R form is constitutively active; AID 624417; hit rate 1.6% among 410,000; Potency, µM (doses to about 38.3 µM), without a hit: at the top dose activity change, negative = inhibition, actives largely listed as inhibitors; P43220; also: potency is read from the fitted curve at half-maximal effect; % is scaled to controls: 0 for no effect and ±100 for the full control effect; nearly all actives have a fitted effect of over 55% in size
#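 qHTS in 1536-well format: reporter HEK293 cells expressing constitutive GLP-1R activity in DMEM + 10% Nu serum, 24 hr with compounds at 37 deg C, luminescence read after 12 min with detection reagent.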
# PI5P4K alpha inh: PI5P4K alpha (human) kinase inhibition; P48426; PI5P4Kalpha enzyme, ADP-Glo luminescence, 60 min; stronger effect = lower value; max response, %; hit rate 1.2% among 330,000; AID 652105; active = max response of -50% or lower; inconclusive = between -30% and -50%; inactive = -30% or higher; also: value at the top dose of about 77 µM; % is scaled to controls: 0 for no effect and ±100 for the full control effect
#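 Controls without substrate or without enzyme flank wells where PI5P4Kalpha converts substrate using 5 microM ATP (final). Incubation lasts 60 minutes at room temperature; ADP formed is read by ADP-Glo luminescence.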
# GLP1R cytotox: cytotoxic in the GLP-1 receptor inverse agonist counter-screen | HEK293 cAMP-luciferase reporter cells, luminescence, 24 h | hit rate 0.13% among 410,000 | Potency, µM (top dose mostly 38.3 µM), inactives show at the highest dose activity change, negative = inhibition, most hits filed as inhibitors;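 also: loss of luciferase light is scored as toxicity; potency is read from the fitted curve at half-maximal effect; % is scaled to controls: 0 for no effect and ±100 for the full control effect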
#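 Compound-treated cells are incubated 24 hr at 37 deg C under 5% CO2 after a 12 hour attachment period, then luciferase detection reagent is added and luminescence is measured following 12 min at room temperature; lowered signal indicates toxicity.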
# D3 antag: D3 dopamine receptor (human) antagonism; P35462; D3R cells, DiscoveRx beta-arrestin luminescence, antagonist mode; stronger effect = lower value; max response, negative = inhibition, %; hit rate 2.5% among 360,000; AID 652054; in the data active = max response below about -50%; inconclusive = no clear call, values can overlap the other calls; also: % is scaled to controls: 0 for no effect and ±100 for the full control effect; mostly tested at two doses, the higher about 12 µM
#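 Cells expressing the human receptor were seeded at 1500 cells/well, incubated overnight at 37 degrees C in 5% CO2, then exposed to library compounds with dopamine controls for 90 minutes at 37 degrees C before luminescent detection.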
# PLK1 PBD inh: PLK1 (human) polo-box domain binding inhibition. P53350. Plk1 PBD binding of FITC phosphopeptide, fluorescence polarization. Potency, µM, for inactives: max response, negative = inhibition, actives largely listed as inhibitors. hit rate 2.8% among 360,000. AID 720504; also: potency is read from the fitted curve at half-maximal effect; series mostly up to about 57 µM; % is scaled to controls: 0 for no effect and ±100 for the full control effect; nearly all actives have a fitted effect of over 65% in size
# DRD3 agonist: agonists of human D3 dopamine receptor | hit rate 0.58% among 410,000 | D3R DiscoveRx beta-arrestin cells, luminescence, 90 min | max activation, % | P35462; in the data active = max activation above about 30%; also: 0% is about no effect; mostly tested at two doses, the higher about 12 µM
#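 Cells at 1500/well, incubated overnight, then treated with pinned compounds (dopamine as control) for 90 min at 37 degrees C. DiscoveRx reagent added for 30 - 60 minutes at room temperature; luminescence read.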
# Active calls of the source: *; ? = inconclusive; · = no result given; & = joins results of further samples; [ ] = dose if it differs, or a comment. Unless noted, calls follow the shape of the dose curve; as a rule, active = well fitted curve in the direction sought with a large enough effect; inconclusive = small, poorly fitted or top-dose-only effect, or another doubt; inactive = no such curve, though single readings can be large; an effect the other way counts as inactive or inconclusive.
# Start of the data: the first 14 compounds, ahead of the listing:
SMILES,IL2 activator,GLP1R ag,WRN inhibitor,GLP1R inv ag,PI5P4K alpha inh,GLP1R cytotox,D3 antag,PLK1 PBD inh,DRD3 agonist
Cc1ccc(N(C)S(=O)(=O)c2ccc(-c3cnc(C4CC4)o3)cc2)cc1,0.2,?,-6%,?,3,?,-26,-9%,-2&-16
CCc1csc(CCNC(=O)C2CCC(=O)N(Cc3cccc(C(F)(F)F)c3)C2)n1 (configuration not stated),0.9,5%,-14%,1%,9,-4%,12,3%,3
Cc1ccc2oc(C(=O)NCc3ccccc3)cc(=O)c2c1,-0.3,8%,-10%,2%,-3,0%,-1,-17%,6
C=CCN1C(=O)c2ccc(C(=O)N(C)CC(=O)Nc3ccc(Br)cc3C)cc2C1=O,0.7,15%,-2%,-13%,5,1%,-18,-1%,-18
O=C(COC(=O)c1ccc([N+](=O)[O-])o1)NCc1ccc2c(c1)OCO2,1.2,-6%,15%,6%,-11,-7%,7,-17%,2
CC(=O)CC(=O)Nc1ccn(-c2ccccc2)n1,-0.1,9%,-7%,1%,-4,25%,-5,-5%,-3
CC1=CC2=NC(=O)CC(C)(C(=O)N(CC(=O)NC3CCCC3)c3ccccc3C)N2C=C1 (configuration not stated),-0.8,4%,9%,21%,-5,-9%,3,30µM*,0
COc1ccc(S(=O)(=O)N2CCC(NC(=O)OCc3c(Cl)cccc3Cl)CC2)cc1,-1.3,0%,3%,2%,·,6%,13,0%,-2
c1cnc2c(SCc3ccc(-c4nnco4)cc3)cccc2c1,-0.1,3%,?,29%,2,-14%,0,?,6
Cc1nn(S(=O)(=O)c2ccc(C(C)(C)C)cc2)c(C)c1S(=O)(=O)N1CCC(C)CC1,·,-1%,·,7%,·,-3%,·,·,3
CCOCCCNC(=O)C1CCCCN1S(=O)(=O)c1ccc(F)cc1 (configuration not stated),2.4,4%,-3%,-8%,·,4%,10,-12%,1
CC(=O)N1c2ccc(S(=O)(=O)N3CCCCC3)cc2CC1C(=O)NCc1ccccc1C (configuration not stated),-0.5,4%,0%,4%,2,-1%,-18,-12%,-9
Nc1nc(NCCc2ccccc2)nc(NCc2ccccc2)c1[N+](=O)[O-],-1.5,-1%,2%,4%,-24,1%,1,2%,-10
O=C(CN1CCN(Cc2ccccc2)CC1)N/N=C/c1c[nH]c2ccccc12,0.3,0%,-1%,?,2,-13%,0,-2%,-1

# Main list (from the top)
SMILES,IL2 activator,GLP1R ag,WRN inhibitor,GLP1R inv ag,PI5P4K alpha inh,GLP1R cytotox,D3 antag,PLK1 PBD inh,DRD3 agonist
Cc1ccc(N(C)S(=O)(=O)c2ccc(-c3cnc(C4CC4)o3)cc2)cc1,0.2,?,-6%,?,3,?,-26,-9%,-2&-16
CCc1csc(CCNC(=O)C2CCC(=O)N(Cc3cccc(C(F)(F)F)c3)C2)n1 (configuration not stated),0.9,5%,-14%,1%,9,-4%,12,3%,3
Cc1ccc2oc(C(=O)NCc3ccccc3)cc(=O)c2c1,-0.3,8%,-10%,2%,-3,0%,-1,-17%,6
C=CCN1C(=O)c2ccc(C(=O)N(C)CC(=O)Nc3ccc(Br)cc3C)cc2C1=O,0.7,15%,-2%,-13%,5,1%,-18,-1%,-18
O=C(COC(=O)c1ccc([N+](=O)[O-])o1)NCc1ccc2c(c1)OCO2,1.2,-6%,15%,6%,-11,-7%,7,-17%,2
CC(=O)CC(=O)Nc1ccn(-c2ccccc2)n1,-0.1,9%,-7%,1%,-4,25%,-5,-5%,-3
CC1=CC2=NC(=O)CC(C)(C(=O)N(CC(=O)NC3CCCC3)c3ccccc3C)N2C=C1 (configuration not stated),-0.8,4%,9%,21%,-5,-9%,3,30µM*,0
COc1ccc(S(=O)(=O)N2CCC(NC(=O)OCc3c(Cl)cccc3Cl)CC2)cc1,-1.3,0%,3%,2%,·,6%,13,0%,-2
c1cnc2c(SCc3ccc(-c4nnco4)cc3)cccc2c1,-0.1,3%,?,29%,2,-14%,0,?,6
Cc1nn(S(=O)(=O)c2ccc(C(C)(C)C)cc2)c(C)c1S(=O)(=O)N1CCC(C)CC1,·,-1%,·,7%,·,-3%,·,·,3
CCOCCCNC(=O)C1CCCCN1S(=O)(=O)c1ccc(F)cc1 (configuration not stated),2.4,4%,-3%,-8%,·,4%,10,-12%,1
CC(=O)N1c2ccc(S(=O)(=O)N3CCCCC3)cc2CC1C(=O)NCc1ccccc1C (configuration not stated),-0.5,4%,0%,4%,2,-1%,-18,-12%,-9
Nc1nc(NCCc2ccccc2)nc(NCc2ccccc2)c1[N+](=O)[O-],-1.5,-1%,2%,4%,-24,1%,1,2%,-10
O=C(CN1CCN(Cc2ccccc2)CC1)N/N=C/c1c[nH]c2ccccc12,0.3,0%,-1%,?,2,-13%,0,-2%,-1
O=C(N/C(=C/c1cccc(Br)c1)C(=O)N1CCCCC1)c1ccco1,-2.1,-1%,13%,?,-1,3%,-13,4%,-5
N#Cc1cccc(NC(=O)c2cc(C3CCCCN3C(=O)c3ccc4c(c3)CCO4)on2)c1 (configuration not stated),-0.6,3%,-5%,?,-1,1%,-10,-2%,3
CCN(CC)S(=O)(=O)c1ccc(N2CCOCC2)c(NC(=O)c2cc(C)cc(C)c2)c1,-5.0,18%,1%,-22%,5,1%,25,-3%,-14
COc1ccc(CNC(=O)CCNC(=O)c2ccc(C(C)(C)C)cc2)cc1OC,-1.0,-1%,-1%,-6%,11,-5%,-4,-3%,-2
CCOC(=O)N1CCN(c2ccncc2S(=O)(=O)N2CCCCC2)CC1,2.6,-1%,-6%,12%,-2,3%,24,2%,3
COc1ccc(-c2nc3ccc(C(=O)NCC(OC)OC)cc3nc2-c2ccc(OC)c(OC)c2)cc1OC,0.7,16%,1%,27%,1,-20%,6,2%,6
CCN(CC(=O)Nc1cc(Cl)ccc1C)C(=O)Cc1sc(C)nc1-c1ccc(F)cc1,-1.6,18%,-14%,?,-7,-15%,-20,-11%,-15
c1ccc(C(=C2CCCO2)c2ccccc2)cc1,-4.3,2%,0%,-5%,2,50%,-11,-7%,-8
COCCNC(=O)CN(CC1CCCO1)C(=O)CCC(=O)Nc1ccccn1 (configuration not stated),-0.4,-5%,-13%,-11%,5,1%,54,-2%,-4
NC(=O)COC(=O)c1cc([N+](=O)[O-])ccc1NCCO,-1.5,-2%,10%,12%,4,-6%,-1,0%,3
COC(=O)CCC(=O)Nc1ccccc1C(=O)Nc1ccccc1,0.4,-1%,6%,1%,2,0%,6,1%,4
Cn1c(=O)c2c(-c3ccccc3)n(-c3cc(C(=O)O)ccc3O)cc2n(C)c1=O,0.7,-5%,8%,19%,-2,-3%,9,-6%,2
COCCCn1c(=NC(=O)c2ccncc2)c(C#N)cc2c(=O)n3cccc(C)c3nc21,-2.8,-8%,4%,9%,0,367%[activator],0,-11%,3
COc1ccc(CNC(=O)CN(C)S(=O)(=O)c2ccc(Cl)cc2)cc1,0.0,3%,2%,-21%,-8,16%,-4,3%,3
CCOc1cc(-c2ccccc2)nc2c1CN(S(=O)(=O)c1ccc(C)cc1)C(c1cccc(Cl)c1)C2 (configuration not stated),-0.7,·,-10%,22%,6,3%,14,-5%,-4
CN(Cc1ccccc1)C(=O)CN1CCN(S(=O)(=O)c2ccc(Cl)c(Cl)c2)CC1,3.4,11%,-5%,?,12,-1%,3,-4%,11
CC(=O)C1=C(NC(=O)c2ccc(F)cc2)CC2C1C2(C)C (configuration not stated),-2.6,0%,-3%,?,7,4%,18,-7%,-2
O=C(NCc1cccc(F)c1)Nc1nnc([C@H]2C[C@H](O)[C@@H](CO)O2)s1,-0.2,-2%,3%,-6%,-50*,1%,8,-8%,6
C/C(=N/NC(=O)c1cc(O)c(O)c(O)c1)c1ccc([N+](=O)[O-])cc1,0.3,-7%,?,12%,?,-26%,-2,?,3
COc1ccc(/C=C(\C#N)C(=O)OCC(=O)NC(=O)NCCC(C)C)cc1,-0.9,-2%,7%,17%,8,10%,10,5%,-14
OCC1(Cc2ccccc2)CCN(Cc2ccc(-c3ccco3)cc2)CC1,0.2,-7%,3%,?,-2,16%,-85*,-22%,-31
CCN1C(=O)/C(=C/c2ccc(N3CCCC3)cc2)NC1=S,23,-6%,?,?,-3,?,-14,56%[activator],3
Cc1ccc(-n2c(C)cc(C)c(C#N)c2=O)cc1C,-3.5,2%,1%,13%,-5,19%,10,-11%,0
C/C(=C\C(=O)c1ccc(Br)cc1)NNC(=O)c1ccc(O)cc1,0.1,-7%,0%,4.5µM*,-2,?,-11,-2%,-1
O=C(CNC(=O)c1ccc(F)cc1)N/N=C/c1cccnc1,0.9,7%,3%,0%,-7,0%,4,-5%,-1
COc1ccc(C2=NN(c3ccc(C(=O)O)cc3)C(c3ccc(OC)c(OC)c3)C2)cc1 (configuration not stated),-0.5,23%,-7%,143%[activator],0,·,-4,-18%,-13
O=C(Cc1cccc2ccccc12)Nc1cc(Cl)ccc1C(=O)O,-0.9,-4%,-13%[57.1 µM],?,-4,-7%,-25,-16%,-9
COc1ccccc1Cn1c(-c2ccccc2OC)nc2ccccc21,-2.8,10%,0%,?,-2,-29%,-13,-2%,-2
Cc1ccccc1-n1ccnc1SCC(=O)NC1CCCC1,-0.7,-1%,1%,-12%,-4,4%,13,2%,9
